Screens from PubChem BioAssay.
Cav3 T inh: human Cav3.2 channel inhibition, primary screen; 100,000 tested, 4% active; O95180; Cav3.2-expressing cells, Fluo-4 calcium fluorescence FDSS; stronger effect = lower value; B-score at 10 µM;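 active = single-dose well whose peak fluorescence ratio is a statistical outlier from its plate by either plate-standardised score or position-corrected B-score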
Target sequence (O95180 whole entry, looked up): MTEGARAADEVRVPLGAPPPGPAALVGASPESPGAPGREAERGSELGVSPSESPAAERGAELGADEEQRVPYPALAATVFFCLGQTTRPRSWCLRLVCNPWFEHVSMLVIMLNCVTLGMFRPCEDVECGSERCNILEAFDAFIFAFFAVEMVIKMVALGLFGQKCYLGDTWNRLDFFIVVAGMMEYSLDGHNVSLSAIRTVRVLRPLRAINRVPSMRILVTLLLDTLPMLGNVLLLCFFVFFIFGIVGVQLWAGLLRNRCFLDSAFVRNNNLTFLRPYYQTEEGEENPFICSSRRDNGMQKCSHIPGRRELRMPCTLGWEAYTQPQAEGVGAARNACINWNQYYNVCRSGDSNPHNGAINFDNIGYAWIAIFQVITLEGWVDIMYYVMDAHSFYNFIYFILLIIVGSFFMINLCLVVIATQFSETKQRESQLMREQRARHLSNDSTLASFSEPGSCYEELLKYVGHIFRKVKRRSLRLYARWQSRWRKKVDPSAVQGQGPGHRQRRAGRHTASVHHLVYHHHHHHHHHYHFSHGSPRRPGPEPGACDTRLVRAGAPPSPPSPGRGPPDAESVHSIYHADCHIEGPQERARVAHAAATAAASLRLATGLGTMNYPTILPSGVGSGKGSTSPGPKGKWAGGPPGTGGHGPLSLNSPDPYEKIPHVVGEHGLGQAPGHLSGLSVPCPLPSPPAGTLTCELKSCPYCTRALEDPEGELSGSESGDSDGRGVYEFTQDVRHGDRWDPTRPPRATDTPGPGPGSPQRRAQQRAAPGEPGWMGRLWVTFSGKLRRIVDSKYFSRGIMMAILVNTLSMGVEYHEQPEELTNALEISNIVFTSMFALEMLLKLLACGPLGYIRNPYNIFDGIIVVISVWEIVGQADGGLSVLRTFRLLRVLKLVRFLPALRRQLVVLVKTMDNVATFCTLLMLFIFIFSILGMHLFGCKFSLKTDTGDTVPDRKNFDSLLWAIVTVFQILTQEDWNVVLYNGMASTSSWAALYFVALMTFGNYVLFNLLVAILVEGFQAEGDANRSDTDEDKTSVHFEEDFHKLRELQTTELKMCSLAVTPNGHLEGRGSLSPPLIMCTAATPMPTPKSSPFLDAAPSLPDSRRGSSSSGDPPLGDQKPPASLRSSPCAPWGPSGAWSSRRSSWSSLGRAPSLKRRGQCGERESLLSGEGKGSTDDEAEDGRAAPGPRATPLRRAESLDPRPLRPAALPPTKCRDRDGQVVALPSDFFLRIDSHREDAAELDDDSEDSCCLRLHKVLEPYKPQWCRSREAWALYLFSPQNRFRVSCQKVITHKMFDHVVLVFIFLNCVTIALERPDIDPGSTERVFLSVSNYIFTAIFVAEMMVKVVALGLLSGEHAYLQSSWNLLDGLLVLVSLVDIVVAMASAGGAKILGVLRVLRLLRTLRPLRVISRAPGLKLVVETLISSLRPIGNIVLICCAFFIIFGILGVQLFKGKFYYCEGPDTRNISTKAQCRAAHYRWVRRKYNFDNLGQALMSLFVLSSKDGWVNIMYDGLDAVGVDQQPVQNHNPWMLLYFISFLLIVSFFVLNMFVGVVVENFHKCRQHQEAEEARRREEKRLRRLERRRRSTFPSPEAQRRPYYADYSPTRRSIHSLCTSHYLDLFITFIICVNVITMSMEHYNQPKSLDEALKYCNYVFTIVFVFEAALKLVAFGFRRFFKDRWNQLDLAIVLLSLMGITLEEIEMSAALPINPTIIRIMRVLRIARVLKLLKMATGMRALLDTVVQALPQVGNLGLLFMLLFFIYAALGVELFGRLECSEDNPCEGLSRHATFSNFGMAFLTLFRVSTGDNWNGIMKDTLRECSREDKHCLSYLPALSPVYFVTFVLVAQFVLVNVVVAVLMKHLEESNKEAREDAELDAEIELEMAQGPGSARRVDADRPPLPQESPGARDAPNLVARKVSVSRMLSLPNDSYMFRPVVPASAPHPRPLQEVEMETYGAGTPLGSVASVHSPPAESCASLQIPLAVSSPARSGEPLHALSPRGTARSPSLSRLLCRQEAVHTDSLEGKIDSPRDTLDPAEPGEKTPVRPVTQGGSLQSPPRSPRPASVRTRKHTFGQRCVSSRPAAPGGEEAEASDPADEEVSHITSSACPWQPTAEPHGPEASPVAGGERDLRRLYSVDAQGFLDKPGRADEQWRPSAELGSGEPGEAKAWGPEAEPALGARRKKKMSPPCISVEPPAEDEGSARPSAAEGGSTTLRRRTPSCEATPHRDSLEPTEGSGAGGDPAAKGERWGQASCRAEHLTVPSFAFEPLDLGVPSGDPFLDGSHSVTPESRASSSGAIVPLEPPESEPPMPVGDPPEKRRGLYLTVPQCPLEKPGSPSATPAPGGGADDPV
* hit, by the source's call. The list is partial. The share of hits here may be higher or lower than overall.

Cav3 T inh | structure
-1.3 | O=C(CSc1ccccc1)Nc1cccc(NC(=O)c2ccco2)c1
-1.3 | CCOC(=O)c1cnc(SCC(=O)c2ccc3c(c2)OCCO3)nc1N
-2 | Cc1cc(C)c2cc3c(ccn3C3OC[C@H](O)[C@H](O)[C@H]3O)cc2n1 (stereo not given in full)
0.74 | O=C(CSc1nnc(C2CC2)n1-c1ccccc1)Nc1ccc(N2CCOCC2)cc1
0.0025 | COC(=O)c1ccc(/C=N/NC(=O)CC(=O)NCC(C)C)cc1
-0.0095 | Nc1ccc(O)cc1C(=O)OCC(=O)C12CC3CC(CC(C3)C1)C2
-0.32 | CCN1CCCC1CNC(=O)c1ccccc1Cl (stereo not given)
0.81 | c1nnc(NC2=NCCCCC2)s1
-0.37 | COc1cccc(CNc2ccc3c(c2)CCC3)c1
-0.23 | COc1cc(C2NC(=O)NC(C)=C2C(=O)OC(C)(C)C)ccc1OCC(N)=O (stereo not given)
-0.76 | CCC(=O)Nc1nc(N)n(-c2ccccc2)n1
-0.18 | COc1ccc(C(=O)NNC(=O)c2cnccn2)cc1[N+](=O)[O-]
-0.1 | CCOc1ccc(C2C(C#N)=C(N)Oc3cc(C)n(Cc4ccco4)c(=O)c32)cc1OC (stereo not given)
1.1 | COC(=O)CCCCCNc1ccc(C(=O)OC)cc1N
-0.81 | COc1cccc(Nc2cc(C)nc3ccccc23)c1
-0.28 | CC(=O)Oc1ccc(-c2ccc(C(=O)O)cc2)cc1
-0.061 | O=C(NCCN1CCOCC1)c1ccc([N+](=O)[O-])cc1[N+](=O)[O-]
-1.3 | Cc1ccc(Cl)cc1N1CCN(C(=O)c2cc3c(=O)n(C)c4ccccc4c3n2C)CC1
0.38 | COCCCNCCOc1cc(C(C)C)ccc1C
0.31 | Cc1nn(C)cc1CN(C)C(=O)c1cc2nc(-c3ccco3)cc(C(F)(F)F)n2n1
0.19 | Cc1ccc(F)cc1NC(=O)C1CCN(c2cnccn2)CC1
-4.2 | Cc1ccc(-n2nnnc2SCn2nnc3ccccc3c2=O)c(C)c1
1.1 | Cc1ccc(S(=O)(=O)/N=C(\CN2CCCCC2)N2CCOCC2)cc1
-0.027 | CCC1=C(OC(=O)N(CC)CC)N2C(=O)OC(=NCC(=O)OC)[C@]2(C)[C@H]2C1=CC[C@H]1C(=O)N(CC)C(=O)[C@H]12
-0.024 | O=c1c2ccccc2oc2ncccc12
-0.95 | Cc1ccc(C(C)C)c(OCC(O)CN2CCN(CCO)CC2)c1 (stereo not given)
0.14 | O=C(O)C1=C[C@@H](C2CCCCC2)C[C@@H](OCCCCO)O1
-0.0037 | CCCS/C(N)=N/N=C/c1cc(C)ccc1O
0.6 | Cc1ccc2cc(CN(CC(C)C)C(=O)C3CCCO3)c(=O)[nH]c2c1 (stereo not given)
-1.7 | Cn1nc(-c2ccc(Cl)cc2)c2cc(C(=O)NCCCN3CCOCC3)sc21
0.73 | Cc1nn(CC(=O)Nc2ccccc2)c(=O)c2ccccc12
-0.061 | [O-][N+]12CC[N+]([O-])(CC1)c1ccccc12
-1.6 | Cc1cc(Cl)ccc1N(CC(=O)N=Nc1c(O)[nH]c2ccccc12)S(C)(=O)=O
-0.048 | CNC(=O)NC(=O)CSc1ccc(NC(C)=O)cc1
-5.8* | Cc1cc(Oc2ccccc2)nc(SCC(=O)Nc2ccc(Cl)cc2Cl)n1
-0.0084 | CC(=O)Nc1cccc(NC(=O)C2CCCN2C(=O)Nc2cccc(F)c2)c1 (stereo not given)
0.19 | Cc1ccc(/C=C/C(=O)O)cc1S(=O)(=O)NCCCO
-0.59 | O=c1[nH]c(=O)n(C2CCCO2)cc1Br (stereo not given)
-1.4 | COc1ccc(/C=C/C(=O)c2ccc(Cl)cc2)c(OC)c1
-0.37 | CCN(CC)CCOC(=O)c1cccc(OC)c1
-0.59 | O=C(c1ccncc1)c1nccn1-c1ccccn1
0.36 | COc1cc2c(C(=O)N3CCN(c4cccc(Cl)c4)CC3)cn(C)c(=O)c2cc1OC
1.2 | COc1ccc(CCNC(=O)c2c(C)noc2C)cc1
0.45 | Cc1ccc(C(C(=O)NC2CCCCC2)N(C(=O)c2csnn2)C2CCCC2)o1 (stereo not given)
-0.0025 | O=C(OCC(O)C(O)COC(=O)c1ccccc1)c1ccccc1 (stereo not given)
1.7 | Cc1ccc(-n2nc3ccc(NC(=O)c4ccc5c(c4)OCO5)cc3n2)cc1
0.77 | N/C(=N\OC(=O)c1ccc(Cl)cc1)c1cccnc1
-0.56 | CCOc1cccc(OCCCNCCCOC)c1
0.5 | CCN(CC)C(=O)CSc1nnc(CCN)o1
-1.9 | Cc1cccc(C(=O)N=c2c(C#N)cc3c(=O)n4cccc(C)c4nc3n2Cc2ccco2)c1
-2.5 | CCC(=O)Nc1cc2c(C)cc(=O)oc2cc1C
0.15 | N#Cc1c(N)n[nH]c1Cc1cccc2ccccc12
0.16 | COc1cc(C(=O)NCCC(=O)NCCN2CCOCC2)cc(OC)c1OC
2 | Cc1cc(-c2ccc(F)cc2)nc2cc(C(N)=O)nn12
-0.92 | CCOC(=O)N1CCN(C2CC(=O)N(c3ccc(F)cc3)C2=O)CC1 (stereo not given)
-0.0028 | CCOc1cc(C(=O)NC)cc(OCC)c1OCC
0.45 | CC1CCc2cc(F)ccc2N1C(=O)c1cnc2sccn2c1=O (stereo not given)
0.0019 | CC(=O)c1cccc(S(=O)(=O)N2CCC(n3nnc4cc(F)ccc43)CC2)c1
0.3 | Cc1ncc([N+](=O)[O-])n1CCO
-0.48 | Cc1ccnc(SCC(=O)n2c3c(c4ccccc42)CC(C)CC3)n1 (stereo not given)

Some of the entries so far, as a markdown table:
| SMILES | Cav3 T inh |
| --- | --- |
| O=C(c1ccncc1)c1nccn1-c1ccccn1 | -0.59 |
| COc1cc2c(C(=O)N3CCN(c4cccc(Cl)c4)CC3)cn(C)c(=O)c2cc1OC | 0.36 |
| COc1ccc(CCNC(=O)c2c(C)noc2C)cc1 | 1.2 |
| Cc1ccc(C(C(=O)NC2CCCCC2)N(C(=O)c2csnn2)C2CCCC2)o1 (stereo not given) | 0.45 |

(further entries)
Cav3 T inh | structure
-0.17 | O=C(CSc1ncnc2c1oc1ccccc12)NCc1ccco1
-1.5 | CCn1c(-c2nn(C)c(C)c2Cl)n[nH]c1=S
0.11 | COc1ccc(-n2nnnc2SCC(N)=O)cc1
-0.84 | Nc1c(C(=O)Nc2ccccc2F)sc2nc(-c3ccco3)ccc12
-2.8 | Cc1ccc(-c2ccc(=O)n(CC(=O)N3CCN(c4cccc(C)c4)C(C)C3)n2)cc1 (stereo not given)
0.59 | O=C(O)CC(C(=O)O)c1cn(Cc2ccccc2)c2ccccc12 (stereo not given)
-0.26 | O=C(CN1C(=O)C2CC=CCC2C1=O)NCc1ccc2c(c1)OCO2 (stereo not given)
1.3 | CC(=O)Oc1ccc(-c2cccc(C(=O)NCC(=O)O)c2)cc1
0.49 | Cc1noc(/C=C/N(C)C)c1S(=O)(=O)N1CCCC(C(=O)NC(C)c2ccccc2)C1 (stereo not given)
0.31 | C=CCc1cc(/C=N/n2cnnc2)cc(OCC)c1O
0.8 | OC1CCCN(Cc2ccc3ccc4cccc5ccc2c3c45)C1 (stereo not given)
-2.2 | COC(=O)c1sc2ccccc2c1-n1cccc1C(=O)C(=O)Nc1ccc(Cl)cc1
-0.92 | COc1ccc(C2=C(C=Nc3c(C)n(C)n(-c4ccccc4)c3=O)C(c3ccccc3C)c3ccccc3O2)cc1OC (stereo not given)
-5.2 | COc1ccc(S(=O)(=O)NCCSCc2cccs2)cc1
-0.3 | C=CCN(C(=O)Cn1c(C(=O)OC)cc2oc(C)cc21)c1ccccc1
-0.026 | O=C(O)CC(Cn1cnnn1)c1ccccc1 (stereo not given)
-0.71 | COC(=O)c1sc2nc(N3CCCCC3)c3c(c2c1N)CCCC3
-4* | O=C(c1ccc2nc(N3CCCCC3)sc2c1)N1CCN(Cc2ccc3c(c2)OCO3)CC1
0.23 | COc1ccc(C(=O)NCc2cn3cccc(C)c3n2)cc1OC
0.18 | CCC(C)NS(=O)(=O)c1ccc(OCC(=O)NCc2ccc3c(c2)OCO3)cc1 (stereo not given)
-0.29 | CCc1c(C)sc(NC(=O)c2cc(C)on2)c1C#N
0.32 | CCOc1ccc(S(=O)(=O)Nc2cc(C)ccn2)c2ccccc12
1.3 | Cc1ccccc1OCCOc1cccc(/C=N/NC(=O)Cc2nnc(N)s2)c1
1.3 | CC(C)COC(=O)Cc1c(O)c2ccccc2[nH]c1=O
0.19 | NCCCC[C@H]1CN=C(N)N1CCCCC1CCCCC1
1.6 | CN1CCN(C(=O)/C(=C\c2ccccc2)c2ccccc2)CC1
-0.2 | Cc1ccc(-c2nc3ccccc3s2)cc1NC(=S)NC(=O)c1ccccc1
-0.054 | Cn1c(SCC(=O)N2CCOCC2)nnc1-c1cccc(NC(=O)c2ccccc2)c1
0.56 | CC(C)(C)C(=O)Nc1cccc(-c2nc3ccccc3c(=O)o2)c1
-2.7 | COc1ccc(C2/C(=C(\O)c3ccc4c(c3)OCCO4)C(=O)C(=O)N2Cc2ccco2)c(OC)c1 (stereo not given)

Some of the entries above, set out differently.
| Molecule | Cav3 T inh |
| --- | --- |
| O=C(O)CC(C(=O)O)c1cn(Cc2ccccc2)c2ccccc12 (stereo not given) | 0.59 |
| O=C(CN1C(=O)C2CC=CCC2C1=O)NCc1ccc2c(c1)OCO2 (stereo not given) | -0.26 |
| CCc1c(C)sc(NC(=O)c2cc(C)on2)c1C#N | -0.29 |

Next section:
Cav3 T inh | structure
0.75 | Cc1csc(NC(=O)C2CCCN(S(=O)(=O)c3cnc[nH]3)C2)n1 (stereo not given)
0.57 | CC(C)C(NC(=O)CNC(=O)OC(C)(C)C)C(=O)NCc1ccccc1 (stereo not given)
-1.9 | CCN(CC)S(=O)(=O)c1ccc(C(=O)N2CCN=C2SC)cc1
0.41 | CC(NC(=O)c1cccs1)c1ccc2c(c1)OCO2 (stereo not given)
-0.0011 | CCC(=O)Nc1cc(C(=O)NCC2CCCN2CC)c(OC)cc1N(C)C (stereo not given)
-0.21 | O=C(COc1ccc(Cl)cc1Cl)NCCSc1ccc(Cl)cc1
0.047 | COc1ccc(NC(=O)OCC(C)C)cc1OC
-0.02 | Cc1ccc(C2(C)NC(=O)N(CC(=O)Nc3cc(C)on3)C2=O)cc1 (stereo not given)
-1.9 | O=c1c2ccccc2c(C=Nc2ccc(Cl)cn2)c(O)n1-c1cc(Cl)ccc1N1CCOCC1
-0.014 | COC(=O)C1=C(C)Nc2ncnn2C1c1cccnc1 (stereo not given)
-0.38 | Cc1ccc(CNCc2cccnc2)cc1
0.45 | COc1ccc(-c2nc(CCNC(=O)c3ccco3)cs2)cc1OC
-0.12 | CCc1ccc2nc(NC(=O)c3ccc4c(=O)[nH]c(CN5CCOCC5)nc4c3)sc2c1
2.8 | Oc1ccc(C(=S)N2CCCCCC2)cc1
-0.045 | Cc1ccc(S(=O)(=O)Cn2nnnc2C(c2ccc(F)cc2)N2CCCCC2)cc1 (stereo not given)
-0.13 | O=C(OCC#CCSc1nnc(-c2ccc(Br)cc2)o1)c1ccco1
0.038 | CCS(=O)(=O)Nc1c(C(=O)O)[nH]c2ccccc12
-0.019 | CCOC(=O)c1ccccc1NC(=O)CC(C)CC(=O)O (stereo not given)
0.21 | COC(=O)C1=C(N)Oc2cc(C)[nH]c(=O)c2C1c1ccncc1 (stereo not given)
-8.5* | Cn1cccc1Cc1nnc(SCC(=O)Nc2ccc3c(c2)OCO3)n1-c1ccc(F)cc1
1.4 | COc1ccc(N(CC(=O)N2CCCCC2)S(=O)(=O)c2ccccc2)c(OC)c1
-2.1 | Clc1ccc(OCCN2CCCCC2)c(Cl)c1
-1.9 | CC(C)N(Cc1nc(-c2ccccc2)no1)C(=O)COc1ccccc1
0.72 | CN(C)Cc1c(O)c(Cl)cc2c3c(c(=O)oc12)CCCC3
-0.1 | CC(C)c1ccc(-c2nc(N3CCOCC3)[nH]c(=O)c2C#N)cc1
-1.5 | CCCN1C(=O)/C(=C/c2ccc(C)s2)NC1=S
0.0041 | Cc1cccc(NC(=O)CN2NS(=O)(=O)c3ccccc3C2=O)c1
0.88 | O=[n+]1c2c(n([O-])c3cc(Cl)ccc31)CCCC2
-1.2 | COc1ccccc1Nc1ncnc2c1cnn2-c1cccc(C)c1
-1.2 | COc1ccc(-c2oc3ccc(N4CCOCC4)cc3c2C#CC2(O)CCCCC2)cc1

Structures listed so far with bromine:
Cav3 T inh | structure
-0.59 | O=c1[nH]c(=O)n(C2CCCO2)cc1Br (stereo not given)
-0.13 | O=C(OCC#CCSc1nnc(-c2ccc(Br)cc2)o1)c1ccco1

3 structures out of the list, arranged by count of non-hydrogen atoms, falling:
Cav3 T inh | structure
0.75 | Cc1csc(NC(=O)C2CCCN(S(=O)(=O)c3cnc[nH]3)C2)n1 (stereo not given)
-0.014 | COC(=O)C1=C(C)Nc2ncnn2C1c1cccnc1 (stereo not given)
-1.5 | CCCN1C(=O)/C(=C/c2ccc(C)s2)NC1=S

Additional structures follow:
Cav3 T inh | structure
0.42 | Cc1ccc(NC(=O)CCSc2nnc3ccccn23)cc1
0.59 | COc1ccc(N2CCN(C(=O)CCc3ccc(S(=O)(=O)NCC(C)C)cc3)CC2)cc1
-0.79 | CC(NC(=O)c1cccs1)C(c1cccs1)N1CCN(Cc2ccccc2)CC1 (stereo not given)
-0.66 | COC(=O)C1=C(C)N(C)C(=O)NC1c1cc(Cl)cc(Cl)c1OC (stereo not given)
0.29 | CCCCOC(=O)N1CCOCCOCCN(C(=O)OCCCC)CCOCCOCC1
-1.4 | CO/N=C/c1ccc(Sc2ccccc2N)c([N+](=O)[O-])c1
0.58 | CC1(c2nnc(Cc3ccccc3)o2)CC(c2cccnc2)=NO1 (stereo not given)
0.032 | c1ccc(-c2cnnc(SCc3cn4cccnc4n3)n2)cc1
0.28 | c1cncc(CSc2nnc(-c3cccnc3)n2Cc2ccco2)c1
-0.23 | Cc1ccc(S(=O)(=O)Nc2ccc(N3CCOCC3)cc2)cc1
0.062 | CCN(CC)c1ccc(/C=N/n2c(C)cc(C)cc2=O)cc1
0.25 | Cc1ccc(NC(=O)c2cc3c(s2)CCC3)cc1S(=O)(=O)N1CCOCC1
0.24 | CCN(C(=O)c1cc2cc(OC)ccc2oc1=O)c1ccccc1
